Compound activity from PubChem BioAssay.
TRPV1 ag: HTS Assay for Compounds that Act as Agonists of the Vanilloid Receptor 1 | 320,000 compounds, 0.19% hits | TRPV1-expressing cells, Fluo-8 calcium influx, agonist mode | activation, % at 8.33 µM; in the data active = activation above about 80%; inconclusive = between about 30% and that limit; also: 0% is about no effect
Target sequence (Q8NER1 whole entry, looked up): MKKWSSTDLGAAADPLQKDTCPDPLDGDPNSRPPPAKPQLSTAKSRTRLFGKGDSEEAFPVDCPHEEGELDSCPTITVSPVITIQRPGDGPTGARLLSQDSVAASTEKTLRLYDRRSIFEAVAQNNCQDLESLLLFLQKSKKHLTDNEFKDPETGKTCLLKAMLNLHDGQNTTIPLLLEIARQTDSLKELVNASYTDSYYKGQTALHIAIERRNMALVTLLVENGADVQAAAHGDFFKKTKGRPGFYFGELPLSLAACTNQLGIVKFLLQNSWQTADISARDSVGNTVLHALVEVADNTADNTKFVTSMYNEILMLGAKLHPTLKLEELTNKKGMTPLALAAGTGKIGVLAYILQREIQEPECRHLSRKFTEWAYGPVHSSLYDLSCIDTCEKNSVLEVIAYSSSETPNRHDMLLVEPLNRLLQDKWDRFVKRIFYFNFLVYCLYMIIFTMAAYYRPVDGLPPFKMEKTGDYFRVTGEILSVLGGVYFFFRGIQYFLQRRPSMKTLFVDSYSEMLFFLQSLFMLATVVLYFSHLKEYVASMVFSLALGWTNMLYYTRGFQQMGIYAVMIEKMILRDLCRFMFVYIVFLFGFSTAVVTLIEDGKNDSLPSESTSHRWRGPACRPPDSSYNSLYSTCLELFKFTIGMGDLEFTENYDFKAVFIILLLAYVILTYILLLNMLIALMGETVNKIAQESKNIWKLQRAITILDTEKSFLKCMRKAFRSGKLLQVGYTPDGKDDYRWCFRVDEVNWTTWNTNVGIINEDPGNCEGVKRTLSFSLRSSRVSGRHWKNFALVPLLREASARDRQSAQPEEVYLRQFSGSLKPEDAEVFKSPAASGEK
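Fluo-8 calcium influx in TRPV1-expressing cells, kinetic read (ex 480/em 520 nm). Compound added and read 3 min for agonist activity, followed by capsaicin at EC20 final and 2 min further read for enhancement.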
a7 integrin act: qHTS for Activators of Integrin-Mediated Alleviation for Muscular Dystrophy. Potency, µM (series often up to 38.3 µM), inactives show top-dose activation, actives largely listed as activators. 350,000 compounds, 0.064% hits. alpha7betagal myoblasts, beta-gal FDG fluorescence, 48 h;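 also: potency is read from the fitted curve at half-maximal effect; 100% = response of the positive control SU9516; nearly all actives have a fitted effect of over 60% in size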
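Alpha7betagal+/- myoblasts (passage 13) were plated 16-24 hr, then exposed to compounds (1:260 dilution of DMSO stock) for 48 hours at 37C. After MPER lysis, β-galactosidase reporter activity was read as FDG fluorescence (ex 480/em 540) after 30 minutes.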
GALK inhibitor: qHTS Assay for Inhibitors of Human Galactokinase (GALK). Purified GALK, Kinase-Glo residual ATP luminescence. 270,000 compounds, 0.007% hits. P51570. Potency, µM (doses to about 57.5 µM), inactives show at the top dose activity change, negative = inhibition, hits mostly inhibitors; also: potency is read from the fitted curve at half-maximal effect; % is scaled to controls: 0 for no effect and ±100 for the full control effect
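GALK at 5 nM final was combined with compound, 35 uM ATP and 100 uM galactose in HEPES pH8.0 with MgCl2 and DTT. The reaction ran one hour at room temperature before luminescent ATP detection.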
AT treatment: qHTS Assay for Identifying a Potential Treatment of Ataxia-Telangiectasia; […] A-T fibroblasts, KAP-1 phosphorylation AlphaLISA; neocarzinostatin DNA damage 30 min before lysis; 320,000 compounds, 0.19% hits; Potency, µM (highest dose often 57.5 µM), for the others: at the highest dose activation, most hits filed as activators; also: potency is read from the fitted curve at half-maximal effect; % of control where 0% means no effect; nearly all actives have a fitted effect of over 45% in size
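ATM-like activity read as KAP-1 phosphorylation via AlphaLISA donor/acceptor antibody pairs after lysis and 6 hr at 25C. Cells were ATM-null patient fibroblasts ([…], hTERT), dosed 60 min, then exposed to the DSB inducer NCS for 30 min.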
Coupling enz: qHTS Assay for Inhibitors of Fructose-1,6-bisphosphate Aldolase from Giardia Lamblia: Coupling assay counterscreen | coupling enzyme system counterscreen, AmpLite Red fluorescence | activity change, negative = inhibition, % at 58.2 µM, hits read low | 290,000 compounds, 0.67% hits | AID 2472, 2010; in the data active = activity change below about -30%; also: % is scaled to controls: 0 for no effect and ±100 for the full control effect
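Counterscreen lacking aldolase: glyceraldehyde-3-phosphate coupling-enzyme reagent preincubated 10 min at RT with compound (at 57.5 uM final), then substrate/coupling system with AmpLite Red added; fluorescence read at 525/598 nm after 20 min RT.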
CXXC DNA block: qHTS Fluorescence Polarization Assay for Inhibitors of MLL CXXC domain - DNA interaction; Histone-lysine N-methyltransferase 2A (Homo sapiens), Q03164; MLL-CXXC / FITC-HOXA9 DNA fluorescence polarization; Potency, µM (titrated, usually from 115 µM), for the others: top-dose activity change, negative = inhibition, most hits filed as inhibitors; 290,000 compounds, 0.037% hits; AID 2662, 2010; active = well fitted inhibition curve with a large enough effect in the polarisation, with a control signal flat, not every such curve was filed as active; inconclusive = small, poorly fitted or top-dose-only effect, or effect the other way, or a change in a side signal; inactive = no such curve, though single readings can be large or run the other way; the % refers to the polarisation; also: potency is read from the fitted curve at half-maximal effect
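Purified MLL-CXXC (added from a 7 uM solution) was preincubated 5 min at ambient with pinned compounds in 50 mM Tris-HCl pH 7.5, 50 mM NaCl, 1 mM DTT, 0.05% BSA. Fluorescein-labeled HOX-A9 DNA (50 nM solution) followed, 30 min, then polarization read.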
hERG WT inh: qHTS for Inhibitors of KCHN2 3.1: Wildtype qHTS; activity change, % at 1.84 µM; U2OS, BacMam KCNH2, thallium flux FluxOr; stronger effect = lower value; 340,000 compounds, 0.37% hits;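 active = maximum activity change below -70%; inconclusive = maximum activity change between -70% and -50%; inactive = maximum activity change above -50%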; also: % is scaled to controls: 0 for no effect and ±100 for the full control effect
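U2OS cells were transduced with wild-type KCNH2 virus (2.03 x 10^8 / mL) for 4 h at room temperature, then cultured overnight at 37 C. Thallium flux was read with FluxOr dye. Rate constants were normalized to DMSO controls.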
KCNH2 3.1 inh: qHTS for Inhibitors of KCHN2 3.1: Mutant qHTS. Potassium voltage-gated channel subfamily H member 2, brain isoform KCNH2 3.1 (human). U2OS KCNH2 3.1, thallium flux FluxOr; stronger effect = lower value. activity change, % (tested at about 1.8 µM). 340,000 compounds, 0.95% hits;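 active = maximum activity change below -70%; inconclusive = maximum activity change from -70% to -50%; inactive = maximum activity change above -50%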;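 also: thallium influx rate constant from kinetic fluorescence after stimulation buffer; % is scaled to controls: 0 for no effect and ±100 for the full control effect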
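U2OS cells transduced with KCNH2 3.1 mutant virus (1.77 x 10^8 /mL, 4 h), plated overnight at 37 C, loaded 45 min with FluxOr dye plus Red40 quencher. Thallium flux rate constant from kinetic reads after stimulation buffer, normalised to controls.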
S-ASM inh: Inhibitors of Secretory Acid Sphingomyelinase (S-ASM): qHTS; placental ASM, HMU-PC fluorogenic substrate, 60 min; Potency, µM (doses to about 57.5 µM), without a hit: at the top dose activity change, negative = inhibition, most hits filed as inhibitors; 340,000 compounds, 0.006% hits; AID 504937, 2011; also: potency is read from the fitted curve at half-maximal effect
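Human placenta-derived ASM enzyme was preincubated with compound for 10 minutes at room temperature, then given fluorogenic substrate HMU-PC0 (9 uM final) for 60 minutes at 37 °C; a pH 10 stop preceded fluorescence reading at Ex 386/Em 447 nm.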
MBNL1 CUG block: qHTS Assay for Inhibitors of MBNL1-poly(CUG) RNA binding; 280,000 compounds, 0.036% hits; Potency, µM (top dose mostly 57.5 µM), inactives show top-dose activity change, negative = inhibition, hits mostly inhibitors; TR-FRET MBNL1-His/biotin-(CUG)12 binding, 665/545 ratio; Muscleblind-like protein 1 (Homo sapiens), Q9NR56; AID 2675, 2010; active = well fitted inhibition curve with a large enough effect in the signal ratio, with a control signal flat, not every such curve was filed as active; inconclusive = small, poorly fitted or top-dose-only effect, or effect the other way, or a change in a side signal; inactive = no such curve, though single readings can be large or run the other way; the % refers to the signal ratio; also: potency is read from the fitted curve at half-maximal effect; % is scaled to controls: 0 for no effect and ±100 for the full control effect
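His-tagged MBNL1 binding to biotinylated (CUG)12 RNA was measured by TR-FRET using terbium anti-His antibody (0.055 ng/ul final) and streptavidin-XL665 (5 nM final). Compounds were titrated 92 nM to 58 uM; 60 min at room temperature.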
* hit, by the source's call; u = inconclusive; x = no result given; [ ] = dose if it differs, or a comment. Unless noted, calls follow the shape of the dose curve; as a rule, active = well fitted curve in the direction sought with a large enough effect; inconclusive = small, poorly fitted or top-dose-only effect, or another doubt; inactive = no such curve, though single readings can be large; an effect the other way counts as inactive or inconclusive.

1	COc1cc(C)c(S(=O)(=O)N2CCN=C2c2ccccc2)cc1C
2	COC(=O)CN(Cc1ccco1)S(=O)(=O)c1ccccc1
3	CC1CCCN(CCS(=O)(=O)c2ccccc2)C1 (stereo not given)
4	CC(=O)NCc1ccc(C(=O)CN2C(=O)NC3(CCCCC3C)C2=O)s1 (stereo not given)
5	CS(=O)(=O)N(CC(=O)N1CCN(c2ccccc2)CC1)c1cc(C(F)(F)F)ccc1Cl
6	NC1=NS(=O)(=O)NC1c1cccc(F)c1 (stereo not given)

Compound,1,2,3,4,5,6
TRPV1 ag,13,-5,x,-1,2,-1
a7 integrin act,-2%,-29%,-48%[inhibitor],3%,18%,-1%
GALK inhibitor,0%,2%,x,x,-5%,-1%
AT treatment,-3%,-6%,x,-3%,14%,0%
Coupling enz,4,1,x,x,0,0
CXXC DNA block,-1%,14%,x,x,-13%,6%
hERG WT inh,-3,0,1,-5,8,11
KCNH2 3.1 inh,13,1,9,15,-16,5
S-ASM inh,-3%,3%,0%,0%,3%,-3%
MBNL1 CUG block,x,6%,x,x,-3%,-2%

In a second layout: two of the compounds above
no. | Molecule | TRPV1 ag | a7 integrin act | GALK inhibitor | AT treatment | Coupling enz | CXXC DNA block | hERG WT inh | KCNH2 3.1 inh | S-ASM inh | MBNL1 CUG block
6 | NC1=NS(=O)(=O)NC1c1cccc(F)c1 (stereo not given) | -1 | -1% | -1% | 0% | 0 | 6% | 11 | 5 | -3% | -2%
2 | COC(=O)CN(Cc1ccco1)S(=O)(=O)c1ccccc1 | -5 | -29% | 2% | -6% | 1 | 14% | 0 | 1 | 3% | 6%

Further entries.
7	COc1ccc(S(=O)(=O)NC2CCN(Cc3ccccc3)CC2)cc1NC(C)=O
8	Cc1ccc(C(=O)CCC(=O)OCC(=O)Nc2ccccc2SCC#N)cc1
9	O=c1cc(C(F)(F)F)nc(-c2ccccc2)[nH]1
10	Clc1ccc(SCCOCCN2CCOCC2)cc1
11	COc1cc(NC(=O)N2CCNC2=O)cc(C(=O)Nc2cccc(C(F)(F)F)c2)c1
12	CSc1ccc(Cl)c(C(=O)OCC(=O)NCC(C)C)c1

Compound,7,8,9,10,11,12
TRPV1 ag,-1,-1,-2,1,4,5
a7 integrin act,0%,42%,-21%[7.66 µM],19%,-20%,25%
GALK inhibitor,x,x,-1%,-2%,4%,-1%
AT treatment,2%,3%,0%,7%,0%,2%
Coupling enz,x,x,3,0,0,11
CXXC DNA block,x,x,-6%,-14%,2%,11%
hERG WT inh,8,-6,-11,-1,7,-1
KCNH2 3.1 inh,-10,-21,-30,-4,-16,2
S-ASM inh,5%,-4%,4%,-1%,-21%,0%
MBNL1 CUG block,x,x,0%,-4%,12%,12%

13	C=CCNC(=O)c1ccc(CNS(=O)(=O)c2ccc(NC(C)=O)cc2)cc1
14	O=C(COC(=O)C1CCCCC1C(=O)N1CCc2ccccc21)NCc1ccco1 (stereo not given)
15	COc1cccc(-c2cc(C(=O)NCC3CCCO3)c3cc(C)cc(C)c3n2)c1 (stereo not given)
16	CCOc1ccccc1N(CC(=O)OC)S(=O)(=O)c1ccccc1
17	Cc1ccc(C(=O)Oc2coc(CSc3nnc(NC(=O)C4CC4)s3)cc2=O)cc1
18	COc1cc(S(=O)(=O)N2CCN=C2c2ccccc2)c(OC)cc1Cl

Compound,13,14,15,16,17,18
TRPV1 ag,2,10,u,4,-3,-3
a7 integrin act,8%,-10%,-26%,10%,12%,9%
GALK inhibitor,0%,-2%,-2%,0%,0%,-9%
AT treatment,4%,3%,0%,0%,3%,12%
Coupling enz,2,0,-1,-2,4,x
CXXC DNA block,-7%,-2%,-9%,7%,183%[activator],-3%
hERG WT inh,-5,46,-4,1,-1,-20
KCNH2 3.1 inh,2,11,-13,-4,-9,x
S-ASM inh,-2%,-6%,-6%,6%,0%,1%
MBNL1 CUG block,-6%,0%,15%,2%,u,-4%

19	COc1ccccc1NC(=O)C(C)OC(=O)C1CCC(C(C)(C)C)CC1 (stereo not given)
20	Cc1nnc(C)n1/N=C/C=C/c1ccccc1
21	Cc1nnc(NC(=O)CSc2nc(CC(C)C)nc3c2c(=O)n(C)c(=O)n3C)s1
22	CC(C)C[C@H](NC(=O)c1[nH]cnc1C(=O)N[C@@H](C)C(=O)OCc1ccccc1)C(=O)OCc1ccccc1
23	Cc1ccc(NC(=O)c2c(F)cccc2Cl)cc1S(=O)(=O)N1CCOCC1
24	COC(=O)C1=C(C)N(Cc2cccnc2)C(=O)/C1=C\c1cccs1

Compound,19,20,21,22,23,24
TRPV1 ag,2,0,-2,x,14,-7
a7 integrin act,-22%,-14%,13%,-15%,-37%,x
GALK inhibitor,x,4%,7%,x,x,3%
AT treatment,5%,0%,-1%,-3%,7%,-7%
Coupling enz,x,0,10,x,x,0
CXXC DNA block,x,-6%,7%,x,x,-3%
hERG WT inh,-12,5,2,-10,-1,x
KCNH2 3.1 inh,-6,4,2,4,3,x
S-ASM inh,-6%,2%,1%,-9%,-2%,x
MBNL1 CUG block,x,u,4%,x,x,5%

One compound at a time, from the list above. Values in the order: TRPV1 ag	a7 integrin act	GALK inhibitor	AT treatment	Coupling enz	CXXC DNA block	hERG WT inh	KCNH2 3.1 inh	S-ASM inh	MBNL1 CUG block
Profile of `COC(=O)C1=C(C)N(Cc2cccnc2)C(=O)/C1=C\c1cccs1` → -7	x	3%	-7%	0	-3%	x	x	x	5%
Profile of `COc1ccccc1NC(=O)C(C)OC(=O)C1CCC(C(C)(C)C)CC1` (stereo not given) → 2	-22%	x	5%	x	x	-12	-6	-6%	x

Carrying on.
25	CC(=O)Nc1ccc2c(c1)CN(c1cc(C)ccc1C)CO2
26	CC(Sc1nc2c(N)ncnc2n1CCOc1ccccc1)C(=O)O (stereo not given)
27	CCN(c1ccc(Cl)cc1)S(=O)(=O)c1nnc(NC(=O)C(C)C)s1
28	CN(C)C(=O)CCc1ccc2c3c([nH]c2c1)[C@]1(C)[C@@H](C(=O)N2CCCCC2)C[C@H](CC(=O)NCCCn2ccnc2)C(=O)N1CC3
29	CCOc1cc(C(=S)N2CCN(C)CC2)ccc1OCC(=O)N1CCOCC1
30	O=C(Nc1ccc(Cl)c(Cl)c1)Nc1ccc(N2CCCC2)c(S(=O)(=O)Nc2ccccc2Cl)c1

Compound,25,26,27,28,29,30
TRPV1 ag,1,16,1,x,1,-3
a7 integrin act,-5%,1%,17%,3%,-21%,-53%[inhibitor]
GALK inhibitor,-1%,3%,1%,x,-1%,-1%
AT treatment,1%,-6%,-1%,2%,0%,13%
Coupling enz,-2,3,3,x,0,0
CXXC DNA block,3%,34%[activator],-3%,x,-2%,4%
hERG WT inh,-3,5,-6,-3,0,-11
KCNH2 3.1 inh,6,5,-3,2,10,4
S-ASM inh,2%,-4%,0%,1%,4%,-5%
MBNL1 CUG block,-5%,-13%,4%,x,4%,-11%

31	CC(C)c1ccc(NC(=O)CSc2nc3ccsc3c(=O)n2CCC(=O)O)cc1
32	CCC(=O)Oc1ccc(NC(=O)c2ccco2)cc1
33	CSc1nc(N2CCOCC2)c2c(c1C#N)CC(C)(C)OC2
34	COc1cc(OC)cc(C(=O)N[C@H](C(=O)Nc2ccc(NC(C)=O)cc2)C(C)C)c1
35	COc1ccc(N2CCN(C(=O)CN(c3ccccc3)S(=O)(=O)c3ccc(OC)cc3)CC2)cc1
36	CCOc1ccc(N(CC(=O)N2CCCCC2)S(=O)(=O)c2ccc(Cl)cc2)cc1
37	CCc1nnc(NC(=O)CSCc2cc(=O)n3cc(C)sc3n2)s1
38	CC(C)NC(=O)C1(N2C(=O)c3ccccc3C2=O)CCCC1

Compound,31,32,33,34,35,36,37,38
TRPV1 ag,-1,-1,u,-1,-2,u,4,x
a7 integrin act,22%,23%,-2%,u,-9%,0%,1%,41%
GALK inhibitor,-10%,5%,0%,-1%,1%,4%,-3%,x
AT treatment,-10%,-1%,1%,5%,3%,3%,-13%,x
Coupling enz,8,-1,9,1,2,2,x,x
CXXC DNA block,3%,9%,4%,-4%,0%,-1%,26%,x
hERG WT inh,-17,-6,8,-6,-4,-11,12,-4
KCNH2 3.1 inh,-4,10,-5,5,-24,-7,10,0
S-ASM inh,3%,-2%,3%,-4%,-7%,-3%,5%,-2%
MBNL1 CUG block,2%,-2%,-1%,-10%,-4%,1%,6%,x
